Assay outcomes (PubChem BioAssay)
STK33 kin inh: STK33 kinase inhibitors, primary screen, biochemical, luminescence, ADP-Glo, MBP substrate. Serine/threonine-protein kinase 33 (Homo sapiens), Q9BYT3. 0.44% of 27,000 active. inhibition, % at 12.5 µM. AID 2322, 2010; in the data active means inhibition above about 20%
Target sequence (Q9BYT3 whole entry, looked up): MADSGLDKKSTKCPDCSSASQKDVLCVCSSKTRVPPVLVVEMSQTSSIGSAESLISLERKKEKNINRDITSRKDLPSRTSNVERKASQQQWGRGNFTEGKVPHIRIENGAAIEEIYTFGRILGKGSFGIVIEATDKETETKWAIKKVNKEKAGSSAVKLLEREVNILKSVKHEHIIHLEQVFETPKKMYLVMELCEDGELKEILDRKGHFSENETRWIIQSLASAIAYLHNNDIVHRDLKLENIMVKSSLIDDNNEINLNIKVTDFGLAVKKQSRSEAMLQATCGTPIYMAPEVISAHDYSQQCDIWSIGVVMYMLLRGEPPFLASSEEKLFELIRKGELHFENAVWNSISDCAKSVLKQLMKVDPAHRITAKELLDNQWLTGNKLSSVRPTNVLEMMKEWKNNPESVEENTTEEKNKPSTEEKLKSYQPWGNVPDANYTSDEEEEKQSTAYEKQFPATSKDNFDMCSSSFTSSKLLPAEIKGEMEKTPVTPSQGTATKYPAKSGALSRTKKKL
p53 PUMA act: mutant p53 pathway re-activators, primary screen, cell-based, SW480, luciferase, single point, HTS; SW480 PUMA-promoter luciferase, p53 mutant reactivation; 1.5% of 28,000 active; activation, % at 9.98 µM; in the data active means activation above about 52%
Numbers without * were called inactive; nt = no result given.

Each structure is followed by: STK33 kin inh, p53 PUMA act
- C[C@H](CO)N1C[C@H](C)[C@@H](CN(C)S(=O)(=O)c2cn(C)cn2)OCCCC[C@H](C)Oc2ccc(NC(=O)c3ccccc3)cc2C1=O
  nt, -13
- NC(=O)CSc1ncnc2scc(-c3ccc(Cl)cc3)c12
  -1, -7
- C[C@H](CO)N1C[C@H](C)[C@@H](CN(C)Cc2ccc3c(c2)OCO3)Oc2ccc(NS(=O)(=O)c3ccccc3)cc2CC1=O
  nt, 0
- O=C1OCCC1Sc1nnc(-c2ccccc2[N+](=O)[O-])o1 (configuration not stated)
  -3, -13
- CCN1CCN(c2c(Cl)cccc2NC(=O)c2ccc(-c3ccccc3[N+](=O)[O-])o2)CC1
  -1, 5
- Cc1cc(Cl)ccc1OCC(O)CN1CCC(CN2C(=O)c3cccc4cccc(c34)C2=O)CC1 (configuration not stated)
  -2, 4
- C[C@H]1CN([C@@H](C)CO)C(=O)c2cc(NS(=O)(=O)c3ccc(Cl)cc3)ccc2O[C@@H]1CN(C)C(=O)NC1CCCCC1
  nt, 0
- CNC[C@@H]1Oc2c(NC(=O)Nc3ccccc3)cccc2C(=O)N([C@@H](C)CO)C[C@H]1C
  nt, 14
- C[C@@H]1CN([C@H](C)CO)C(=O)Cc2cc(NC(=O)Nc3cccc4ccccc34)ccc2O[C@H]1CN(C)S(=O)(=O)c1ccc(Cl)cc1
  8, nt
- O=C(NCCCn1ccnc1)c1cnn2c(C(F)(F)F)cc(-c3ccccc3)nc12
  0, 7
- C[C@H]1CN([C@@H](C)CO)C(=O)c2cc(C#Cc3ccc(F)cc3)cnc2O[C@H]1CN(C)Cc1ccccn1
  nt, -5
- O=C(COc1ccccc1Cl)Nc1ccccc1[N+](=O)[O-]
  2, 27
- COc1ccc(NC(=O)Nc2ccc3c(c2)[C@@H]2C[C@@H](CC(=O)N4CCc5ccccc5C4)O[C@@H](CO)[C@@H]2O3)cc1
  nt, 6
- CCn1c(SCC(=O)Nc2ccccc2OC)nnc1-c1c[nH]c2ccccc12
  -1, 11
- CC(C)NCC(O)c1ccc2ccccc2c1 (configuration not stated)
  0, 5
- Cc1ccc(S(=O)(=O)N(C)C[C@@H]2Oc3ccc(NC(=O)CCC(F)(F)F)cc3CC(=O)N([C@H](C)CO)C[C@@H]2C)cc1
  1, nt
- C/C=C/[C@H](CC(=O)N1Cc2ccccc2C[C@H]1CO)[Si](C)(C)c1ccc(OC)cc1
  10, nt
- Cc1ccc(-c2nnc3c4ccccc4c(C)nn23)cc1S(=O)(=O)N(C)CCO
  1, 56*
- C[C@@H]1CN([C@H](C)CO)C(=O)Cc2cc(NS(=O)(=O)c3ccc(Cl)cc3)ccc2O[C@H]1CN(C)C(=O)Nc1ccccc1
  3, nt
- Cc1cccc(NC(=O)c2ccc(OCC(=O)Nc3ccccc3)cc2)c1C
  -7, -8
- C[C@@H](NC(=O)C[C@H]1C[C@@H]2c3cc(NC(=O)c4cccnc4)ccc3O[C@@H]2[C@@H](CO)O1)c1ccccc1
  nt, 3
- C=C(C)C(=O)Nc1ccc(Oc2ccccc2F)nc1
  nt, -5
- O=C(Nc1ccc(S(=O)(=O)Nc2ccccn2)cc1)c1cc2ccccc2oc1=O
  3, 8
- CC(C)NC(=O)N(C)C[C@@H]1Oc2ccc(NC(=O)Cn3cnnn3)cc2CC(=O)N([C@@H](C)CO)C[C@@H]1C
  1, nt
- COc1ccc(C)cc1S(=O)(=O)N(C)CC(=O)Nc1cccc([N+](=O)[O-])c1
  -1, -3
- Cc1cc(NC(=O)CSc2nnc(-c3ccccc3)n2-c2ccc(F)cc2)ccc1Br
  -5, -3
- CNC[C@H]1Oc2ccc(NS(C)(=O)=O)cc2C(=O)N([C@@H](C)CO)C[C@@H]1C
  0, nt
- CC(=O)c1cccc(NC(=O)CN(C)S(=O)(=O)c2ccccc2)c1
  0, 15
- COc1ccc(-c2cc(C(F)(F)F)nc(SCC(=O)N(C)c3ccccc3)n2)cc1OC
  -2, 5
- CC(O)CNS(=O)(=O)c1cccc([N+](=O)[O-])c1 (configuration not stated)
  -2, 7
- COc1ccc(C(=O)NCCn2cc(SCC(=O)Nc3ccccc3)c3ccccc32)cc1
  2, nt
- Cc1cc(N(CC(=O)NC2CCCCCC2)S(C)(=O)=O)ccc1Br
  -2, 3
- CS(=O)(=O)N(CC(=O)Nc1ccccc1)Cc1ccc(Cl)cc1
  -1, 5
- FC(F)(F)c1ccnc(NCCNC(=S)NCc2ccco2)n1
  nt, -15
- COc1ccc(S(=O)(=O)N(C)C[C@H]2OCc3cnnn3CCCC(=O)N([C@H](C)CO)C[C@H]2C)cc1
  -5, nt
- Cc1noc(C)c1S(=O)(=O)Nc1ccc2c(c1)CC(=O)N([C@@H](C)CO)C[C@@H](C)[C@@H](CN(C)C(=O)Nc1ccc(C(F)(F)F)cc1)O2
  -2, -7
- CNC[C@H]1OCc2cn(nn2)CCCC(=O)N([C@@H](C)CO)C[C@H]1C
  2, 0
- C[C@@H]1CN([C@H](C)CO)C(=O)c2cccc(NC(=O)Nc3ccc(C(F)(F)F)cc3)c2O[C@@H]1CN(C)C(=O)NC1CCCCC1
  nt, -22
- COc1ccc(S(=O)(=O)Nc2ccc3c(c2)CC(=O)N([C@@H](C)CO)C[C@H](C)[C@@H](CN(C)S(=O)(=O)c2c(C)noc2C)O3)cc1
  -5, nt
- O=C1c2cccc3cccc(c23)C(=O)N1CCc1cnc[nH]1
  -4, 18

Three compounds out of the list, sorted by length of the SMILES, rising:
Each structure is followed by: STK33 kin inh, p53 PUMA act
- Cc1cc(N(CC(=O)NC2CCCCCC2)S(C)(=O)=O)ccc1Br
  -2, 3
- COc1ccc(S(=O)(=O)N(C)C[C@H]2OCc3cnnn3CCCC(=O)N([C@H](C)CO)C[C@H]2C)cc1
  -5, nt
- C[C@@H](NC(=O)C[C@H]1C[C@@H]2c3cc(NC(=O)c4cccnc4)ccc3O[C@@H]2[C@@H](CO)O1)c1ccccc1
  nt, 3

Next records:
Each structure is followed by: STK33 kin inh, p53 PUMA act
- C=CCNC(=O)c1c(NC(=O)C2COc3ccccc3O2)sc2c1CCCC2 (configuration not stated)
  -2, -12
- C[C@@H]1CN([C@@H](C)CO)C(=O)c2cccc(NC(=O)C3CCOCC3)c2O[C@@H]1CN(C)C
  nt, 4
- C[C@@H]1CN([C@@H](C)CO)C(=O)c2cc(NC(=O)Nc3ccc4c(c3)OCO4)ccc2O[C@@H](C)CCCCO[C@H]1CN(C)C
  nt, 0
- C[C@H](CO)N1C[C@H](C)[C@@H](CN(C)Cc2ccncc2)Oc2ccc(NC(=O)Cc3cn(C)c4ccccc34)cc2CC1=O
  nt, -12
- C[C@@H]1CCCCO[C@@H](CN(C)C(=O)C2CCCCC2)[C@@H](C)CN([C@H](C)CO)C(=O)c2cc(N(C)C)ccc2O1
  -6, 7
- C[C@H]1CN([C@@H](C)CO)C(=O)c2cc(NC(=O)CCN3CCOCC3)ccc2O[C@H]1CN(C)C(=O)Nc1ccccc1
  -1, -2
- CCCC(C(=O)OCCN(CC)CC)(c1ccccc1)c1ccccc1
  -4, -8
- COc1ccc(S(=O)(=O)N(C)C[C@H]2OCCCC[C@@H](C)Oc3ccc(NC(=O)Nc4ccc(F)cc4)cc3C(=O)N([C@H](C)CO)C[C@@H]2C)cc1
  2, nt
- C[C@H]1[C@H]2OC3=C(C(=O)OC3(C)O)C(=O)[C@]1(C)[C@H]1CCCC[C@]1(O)[C@H]2O (some centres not stated)
  -1, 1
- C[C@H](CO)N1C[C@H](C)[C@H](CN(C)C(=O)NC2CCCCC2)Oc2ccc(NS(=O)(=O)c3ccccc3)cc2C1=O
  -1, -5
- C[C@@H]1CN([C@H](C)CO)C(=O)c2cc(NC(=O)Cc3cn(C)c4ccccc34)ccc2O[C@H]1CN(C)S(=O)(=O)c1ccc(Cl)cc1
  3, nt
- C[C@@H]1CCCCO[C@@H](CN(C)S(=O)(=O)c2cn(C)cn2)[C@@H](C)CN([C@H](C)CO)C(=O)c2cc(NC(=O)c3ccccc3)ccc2O1
  0, 5
- CC(C)NC(=O)N(C)C[C@H]1Oc2ccc(NC(=O)Nc3ccc(C(F)(F)F)cc3)cc2CC(=O)N([C@H](C)CO)C[C@H]1C
  -3, nt
- C[C@H]1CN([C@@H](C)CO)C(=O)Cc2cc(NS(=O)(=O)c3cn(C)cn3)ccc2O[C@H]1CN(C)S(=O)(=O)c1ccc(Cl)cc1
  1, -11
- CC(C)NC(=O)Nc1cccc2c1O[C@@H](CN(C)Cc1ccccc1)[C@@H](C)CN([C@H](C)CO)C2=O
  nt, 1
- CNC[C@H]1OCCCC[C@@H](C)Oc2ccc(NC(=O)Nc3ccccc3)cc2C(=O)N([C@H](C)CO)C[C@@H]1C
  -2, 11
- C[C@@H]1CN([C@@H](C)CO)C(=O)c2cccc(NS(=O)(=O)c3ccc(Cl)cc3)c2O[C@H]1CN(C)C(=O)Nc1ccc(C(F)(F)F)cc1
  nt, 2
- COCCNC(=O)C[C@@H]1C[C@H]2c3cc(NC(=O)NC4CCCC4)ccc3O[C@H]2[C@H](CO)O1
  nt, 5
- Cc1noc(C)c1S(=O)(=O)N(C)C[C@H]1Oc2ccc(NS(=O)(=O)c3cccs3)cc2CC(=O)N([C@@H](C)CO)C[C@H]1C
  -2, 9
- COc1cccc(S(=O)(=O)Nc2ccc3c(c2)[C@@H]2C[C@@H](CC(=O)NCC(F)(F)F)O[C@@H](CO)[C@@H]2O3)c1
  nt, 6
- COc1cccc(N(CC(=O)Nc2ccc(I)cc2C)S(C)(=O)=O)c1
  0, -27
- CC(C)C#Cc1ccc2c(c1)O[C@@H](CN(C)C(=O)c1ccncc1)[C@H](C)CN([C@@H](C)CO)S2(=O)=O
  nt, 1
- C[C@@H]1CN([C@@H](C)CO)C(=O)c2cc(C#Cc3ccc(F)cc3)cnc2O[C@@H]1CN(C)Cc1ccccn1
  nt, 10
- CCCC#Cc1cnc2c(c1)C(=O)N([C@H](C)CO)C[C@H](C)[C@@H](CN(C)C(=O)c1cccc(F)c1)O2
  nt, 9
- COC(=O)Nc1nc2ccc(Sc3ccccc3)cc2[nH]1
  -5, -18
- C[C@H]1CN([C@@H](C)CO)C(=O)c2cc(NS(=O)(=O)c3cccs3)ccc2O[C@@H]1CN(C)C
  1, 0
- COC(=O)CN(c1cc(Cl)ccc1OC)S(C)(=O)=O
  -3, -4
- CCOC(=O)c1sc2ncn(CC(=O)Nc3ccc(F)c(Cl)c3)c(=O)c2c1C
  4, 11
- C[C@H]1CN([C@@H](C)CO)C(=O)Cc2cc(NS(=O)(=O)c3cccs3)ccc2O[C@@H]1CN(C)S(C)(=O)=O
  0, nt
- CC(C)CC#Cc1cnc2c(c1)C(=O)N([C@@H](C)CO)C[C@H](C)[C@@H](CN(C)C(=O)c1ccccc1F)O2
  nt, 25
- Cc1ccc(S(=O)(=O)NC(C)C(=O)Nc2ccc(Br)cc2)cc1 (configuration not stated)
  0, -8
- C[C@@H]1CN([C@@H](C)CO)C(=O)c2cc(NS(=O)(=O)c3ccccc3)ccc2O[C@@H](C)CCCCO[C@@H]1CN(C)C(=O)c1ccccc1
  nt, -5
- COC(=O)C1=C(C)NC(C)=C(C(=O)OC(C)C)C1c1cccc2nonc12 (configuration not stated)
  -1, nt
- C[C@@H]1CN([C@H](C)CO)C(=O)Cc2cc(NC(=O)c3ccncc3)ccc2O[C@@H]1CN(C)C
  2, nt
- Cc1cc([N+](=O)[O-])ccc1NC(=O)CSc1nnc(-c2ccc(Cl)cc2Cl)n1C
  2, -9
- C[C@@H]1CN([C@H](C)CO)C(=O)c2cc(NS(C)(=O)=O)ccc2O[C@@H](C)CCCCO[C@@H]1CN(C)C(=O)CCC(F)(F)F
  nt, 0
- C[C@H](CO)N1C[C@H](C)[C@@H](CN(C)C(=O)c2ccncc2)OCc2cn(nn2)CCCC1=O
  -1, nt
- CC1CCc2c(sc3ncnc(SCCOc4ccccc4)c23)C1 (configuration not stated)
  -3, 19
- CC(C)CC#Cc1ccc2c(c1)O[C@@H](CN(C)C(=O)Cc1ccccn1)[C@@H](C)CN([C@@H](C)CO)S2(=O)=O
  nt, -15
- COc1ccc(NC(=O)c2ccco2)cc1NC(=O)COc1cc(C)c(Cl)c(C)c1
  7, -48
- Cc1ccccc1-c1ccc2c(c1)O[C@H](CN(C)Cc1ccc(C(=O)O)cc1)[C@@H](C)CN([C@@H](C)CO)S2(=O)=O
  nt, -7
- COc1ccc(NC(=O)Nc2ccc3c(c2)C(=O)N([C@H](C)CO)C[C@H](C)[C@H](CN(C)C(=O)CCC(F)(F)F)OCCCC[C@@H](C)O3)cc1
  -2, nt
- C[C@@H]1CN([C@@H](C)CO)C(=O)c2cc(NS(=O)(=O)c3ccc(F)cc3)ccc2O[C@H]1CN(C)S(=O)(=O)c1ccccc1
  1, nt
- Cn1c(SCC(=O)Nc2cc(C(F)(F)F)ccc2Cl)nnc1-c1cnccn1
  -2, -7
- COCC(=O)N(C)C[C@H]1Oc2ncc(C#CC(C)(C)O)cc2C(=O)N([C@@H](C)CO)C[C@@H]1C
  nt, 4
- COc1ccc(NC(=O)Nc2ccc3c(c2)CC(=O)N([C@H](C)CO)C[C@@H](C)[C@@H](CN(C)C(=O)Nc2cccc4ccccc24)O3)cc1
  4, nt
- CNC[C@@H]1Oc2ccc(NC(=O)Nc3ccc(C(F)(F)F)cc3)cc2C(=O)N([C@H](C)CO)C[C@@H]1C
  2, nt
- C[C@@H]1CCCCO[C@H](CN(C)S(=O)(=O)c2ccccc2)[C@@H](C)CN([C@@H](C)CO)C(=O)c2cc(NS(C)(=O)=O)ccc2O1
  nt, 9

Four entries from above, reformatted:
> COc1ccc(NC(=O)Nc2ccc3c(c2)C(=O)N([C@H](C)CO)C[C@H](C)[C@H](CN(C)C(=O)CCC(F)(F)F)OCCCC[C@@H](C)O3)cc1
  STK33 kin inh: -2	p53 PUMA act: nt

> C[C@@H]1CN([C@@H](C)CO)C(=O)c2cc(NS(=O)(=O)c3ccc(F)cc3)ccc2O[C@H]1CN(C)S(=O)(=O)c1ccccc1
  STK33 kin inh: 1	p53 PUMA act: nt

> Cn1c(SCC(=O)Nc2cc(C(F)(F)F)ccc2Cl)nnc1-c1cnccn1
  STK33 kin inh: -2	p53 PUMA act: -7

> COCC(=O)N(C)C[C@H]1Oc2ncc(C#CC(C)(C)O)cc2C(=O)N([C@@H](C)CO)C[C@@H]1C
  STK33 kin inh: nt	p53 PUMA act: 4

The list is partial (hit frequency here may not be typical).
